# STK33 kinase inh = human STK33 kinase inhibition | AID 2661 | 320,000 compounds, 0.073% hits | purified STK33, MBP phosphorylation, ADP-Glo luminescence | inhibition, % at 10 µM | Q9BYT3;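 active = inhibition at or above 25%, using the most active replicate where run in duplicate; inactive = inhibition below 25%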
# Target sequence (Q9BYT3 whole entry, looked up): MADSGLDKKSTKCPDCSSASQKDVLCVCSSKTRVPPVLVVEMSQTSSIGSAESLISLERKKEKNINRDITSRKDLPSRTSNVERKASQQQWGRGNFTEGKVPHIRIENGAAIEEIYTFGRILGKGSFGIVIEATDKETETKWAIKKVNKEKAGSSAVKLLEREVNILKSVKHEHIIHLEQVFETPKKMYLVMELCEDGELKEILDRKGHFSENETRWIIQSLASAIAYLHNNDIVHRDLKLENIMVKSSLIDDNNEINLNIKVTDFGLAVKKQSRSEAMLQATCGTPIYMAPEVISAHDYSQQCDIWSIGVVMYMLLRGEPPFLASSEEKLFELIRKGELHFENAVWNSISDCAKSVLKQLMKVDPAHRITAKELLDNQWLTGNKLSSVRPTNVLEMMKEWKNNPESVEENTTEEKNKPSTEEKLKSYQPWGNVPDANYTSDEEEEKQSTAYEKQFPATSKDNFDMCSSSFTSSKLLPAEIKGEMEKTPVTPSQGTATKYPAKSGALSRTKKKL
# OX1R FRET antag = antagonists of human orexin 1 receptor (OX1R) | AID 485270 | O43613 | OX1R-expressing cells, FRET antagonist read-out | 330,000 compounds, 1.8% hits | inhibition, % at 6.6 µM; in the data active = inhibition mostly above about 38%, no sharp cut-off; inactive = mostly below about 40%;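 note: 0% = agonist challenge alone and 100% = reference antagonist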
# Target sequence (O43613 whole entry, looked up): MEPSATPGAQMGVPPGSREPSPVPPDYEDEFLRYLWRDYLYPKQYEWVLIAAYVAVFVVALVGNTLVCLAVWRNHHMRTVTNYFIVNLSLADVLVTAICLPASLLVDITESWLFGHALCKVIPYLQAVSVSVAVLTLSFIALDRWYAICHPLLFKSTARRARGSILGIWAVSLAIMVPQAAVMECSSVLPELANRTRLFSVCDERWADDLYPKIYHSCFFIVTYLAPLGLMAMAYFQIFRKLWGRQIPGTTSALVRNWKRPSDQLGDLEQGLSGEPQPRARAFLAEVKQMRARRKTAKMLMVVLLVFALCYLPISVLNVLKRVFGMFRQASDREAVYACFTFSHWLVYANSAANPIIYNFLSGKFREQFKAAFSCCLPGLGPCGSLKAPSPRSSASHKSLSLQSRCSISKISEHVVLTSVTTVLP
# Active calls of the source: *; nt = no result given.
SMILES,STK33 kinase inh,OX1R FRET antag
COC(=O)COc1ccc(S(=O)(=O)Nc2ccc(C(N)=O)cc2)cc1,-1.8,13
COc1ccc(Cc2nnc(SCC(=O)c3c(N)n(C4CC4)c(=O)[nH]c3=O)o2)cc1,-0.1,8
CCOc1ccc(NC(=O)CC2NCCNC2=O)cc1 (configuration not stated),-2.7,16
Cc1ccc(S(=O)(=O)C2(C(=O)N3CCN(c4ccccc4F)CC3)CC2)cc1,0.2,20
O=C(CCN1C(=O)S/C(=C\c2ccccc2)C1=O)N1CCCCC1,-0.5,27
Cc1ccc(NC(=O)/C=C/c2cccs2)c([N+](=O)[O-])c1,0.0,22
CCOc1ccccc1CNC(=O)C1CCN(C(=O)N2CC(C)Oc3ccc(C)cc32)CC1 (configuration not stated),-0.1,8
Cc1nnc(NC(=O)CCSCCC(=O)Nc2nnc(C)s2)s1,0.2,12
Cc1c(C(=O)N2CCN(C)CC2)oc2c1C(=O)CC(C)(C)C2,0.0,2
Cc1cc(=O)oc2c1c(C)nn2-c1cccc(Cl)c1,-0.8,17
OC(COCc1ccc2c(c1)OCO2)CN1CCC(Cc2ccccc2)CC1 (configuration not stated),-2.1,9
O=C1CC(c2ccccc2)CC(O)=C1C=NCCN1CCN(Cc2ccccc2)CC1 (configuration not stated),-0.8,8
O=C(CC1SC(=Nc2ccccc2F)N(CCN2CCOCC2)C1=O)Nc1ccc(F)cc1F (configuration not stated),-1.0,14
Cc1c(OC(C)C(=O)NCc2ccncc2)ccc2c3c(c(=O)oc12)CCC3 (configuration not stated),-0.7,15
CCN(CC(=O)NCc1ccc(Cl)cc1)C(=O)c1ccc(S(=O)(=O)NCc2ccco2)cc1,-1.6,27
CCN1C(=O)[C@H]2[C@@H](c3ccc(C)cc3)N3C(=O)N(c4cccc(Cl)c4)C(=O)[C@@]3(CC(C)C)[C@H]2C1=O,12,9
Cc1ccc(CSc2nnc3c(n2)OC2(Nc4ccccc4-3)C(=O)Nc3ccc(F)cc32)cc1 (configuration not stated),0.1,16
CC(NC1CCCC1)C(=O)Nc1ccccc1-c1ccccc1 (configuration not stated),1.5,7
COc1ccc(C(=O)N=S2CCN(C(=O)c3ccc(Cl)cc3)CC2)cc1,1.1,10
COC(=O)c1sc(NC(=O)C(C)c2ccccc2)nc1C (configuration not stated),1.7,14
CSc1ccc(CCNC(=O)CCc2nnc3ccc(NCCCN4CCCC4=O)nn23)cc1,4.6,20
CC1(C)CCC(C)(C)NC(=S)N1,-0.2,8
CN(C(=O)COC(=O)c1ccc(S(=O)(=O)N2CCOCC2)cc1)C1CCCCC1,-2.3,21
CC(=O)c1ccc(NC(=O)CN2C(=O)/C(=C/C=C/c3ccccc3)SC2=S)cc1,3.1,26
COc1ccc(C)cc1N(CC(=O)Nc1cccnc1)S(=O)(=O)c1ccccc1,-2.8,19
CC(C)(C)c1nnc2sc(SCC(=O)N3CCCCC3)nn2c1=O,-0.4,2
COCCCNc1ncnc2ccc(C)cc12,5.0,31
CCOC(=O)c1ccc(COC(=O)CNC(=O)CNC(=O)c2ccc(OC)cc2)o1,-1.0,20
COc1ccc(O)c(-c2cc(C(F)(F)C(F)F)nc(-c3ccccc3)n2)c1,0.3,15
CSCCC(NS(=O)(=O)c1ccc(C)cc1)C(=O)N1CCN(S(=O)(=O)c2ccc(F)cc2)CC1 (configuration not stated),nt,2
CCn1cc(C(=O)NC2CCCCCC2)c(=O)c2ccc(C)nc21,2.7,4
CN(C)C(CNC(=O)c1ccc(NS(=O)(=O)c2cccc([N+](=O)[O-])c2)cc1)c1ccco1 (configuration not stated),-2.0,24
CCn1c(COc2ccccc2C)nnc1SCc1nc2ccccc2c(=O)[nH]1,0.7,14
CNC(=S)Nc1cccc(-c2cnc3ccccc3n2)c1,26*,26
Cc1nn(C(=O)c2ccc([N+](=O)[O-])cc2)c(C)c1Br,0.4,15
COc1cc(OC)cc(-n2nc(C(=O)N3CC(C)CC(C)C3)c3ccccc3c2=O)c1 (configuration not stated),0.5,26
CN(CCOc1ccc(Cl)cc1)CC(O)c1ccccc1 (configuration not stated),3.7,0
COc1cc(C=O)ccc1Oc1ccc(S(=O)(=O)N2CCOCC2)cc1[N+](=O)[O-],-0.3,12
O=C(NC1CC1)C(=O)c1c(-c2ccccc2)[nH]c2ccccc12,0.2,6
O=C1/C(=C/Nc2cccc([N+](=O)[O-])c2)CCc2ccccc21,1.8,11
O=C(Nc1ncc2c(n1)-c1ccccc1CC2)c1ccc(Cl)cc1,-0.6,16
O=C(c1ccccc1)c1cc([N+](=O)[O-])ccc1N1CCOCC1,4.0,25
CC(=O)N1CC(C)Oc2ccc(S(=O)(=O)Nc3ccc(Cl)cn3)cc21 (configuration not stated),-1.3,6
Cc1c(C(c2cccs2)c2c(C)n(C)n(-c3ccccc3)c2=O)c(=O)n(-c2ccccc2)n1C,-2.0,21
Fc1cccc(Cl)c1/C=N/n1c(-c2cccnc2)n[nH]c1=S,-2.6,6
CC(C)(C#N)NC(=O)C1CCCN1S(=O)(=O)c1ccc2ccccc2c1 (configuration not stated),-2.6,4
Clc1ccc(-c2noc(CCCc3ccccc3)n2)cc1,-0.1,12
Cc1ccc(C)c(NS(=O)(=O)c2cc(C(=O)Nc3cccc(N(C)S(C)(=O)=O)c3)ccc2C)c1,4.4,34
CC1=C(C#N)C(/C=N/OCc2ccc(F)cc2Cl)CC(=O)N1 (configuration not stated),0.5,5
COc1ccc([N+](=O)[O-])cc1NC(=O)C1CCCCC1C(=O)O (configuration not stated),0.1,24
O=C(O)/C(=C\c1cccc([N+](=O)[O-])c1)c1ccc(S(=O)(=O)N2CCCCC2)s1,0.2,7
CCOC(=O)CCc1c(C)nc(SCc2ccc(C(=O)O)cc2)c(C#N)c1C,-2.3,3
COc1ccc(-c2c(C)nn3c(N)c(-c4ccccc4)cnc23)cc1OC,-0.9,28
Cc1cc(NC(=O)CN2C(=O)NC3(CCC(C)CC3)C2=O)no1 (configuration not stated),-2.7,11
Cc1cccc(NC(=O)CNC(=O)COC(=O)c2ccco2)c1C,-0.8,3
O=C(c1ccc(CS(=O)(=O)c2ccccc2)o1)N1CCOCC1,-1.0,13
O=C(COc1ccc(Cl)cc1)N/N=C/c1cccc2cccnc12,-1.5,-8
O=C(O)c1ccccc1C(=O)NCc1cccnc1,0.0,13
COc1ccc(CCNC(=O)CSc2nnc3ccc(-c4ccccn4)nn23)cc1,-1.0,15
COc1ccccc1-c1nc(S(=O)(=O)c2ccccc2)c(N2CCOCC2)o1,0.9,27

# Other results.
SMILES,STK33 kinase inh,OX1R FRET antag
Cc1cc(C)c2c(c1)/C(=N/Nc1ccc(S(N)(=O)=O)cc1[N+](=O)[O-])CCC2,-0.8,14
CC(C)NC(=O)c1cc2c(-c3ccc(Cl)cc3)nn(C)c2s1,-0.1,14
CCOC(=O)c1ccc(C(=O)OCC)nc1,-0.5,7
Cc1ccccc1Cn1nc(C)c(NC(=O)c2noc3c2CCCC3)c1C,-0.4,-1
CCCSc1nc2c(c(=O)[nH]c(=O)n2C)n1Cc1ccccc1,-1.1,1
COc1ccc(NC(=O)c2cc(OC)c(OC)c(OC)c2)cc1S(=O)(=O)N1CCCCC1,-0.9,10
O=C(CN(c1ccccc1F)S(=O)(=O)c1ccccc1)NC1CCCCCC1,0.3,14
CCOC(=O)c1cc(C#N)c(N2CCN(c3ccccn3)CC2)nc1-c1ccccc1,0.3,42
FC(F)(F)c1cnc(Sc2nc3nccc(-c4ccc(Cl)cc4)n3n2)c(Cl)c1,0.3,11
Cc1cccc(CN2C(=O)[C@H]3Cc4c([nH]c5ccccc45)C(C)(C)N3C2=O)c1,-0.3,17
CN1CCN(C(=O)c2cc(COc3ccccc3)on2)[C@@H](c2ccccc2)C1,-1.4,5
CCn1cc(SCC(=O)N2CCc3ccccc32)c2ccccc21,-1.2,36*
Nc1cccc(-n2nncc2-c2ccccc2)c1,-0.7,6
O=C(Nc1ccc2c(c1)OCCO2)c1cc(-c2ccccc2)nc2ccccc12,-0.4,13
FC(F)(F)c1cccc(N2CCN(C3CC4CCC3C4)CC2)c1 (configuration not stated),-1.9,12
O=C(N/N=C/c1ccc(O)cc1)c1cncc(Br)c1,-1.9,9
CC(C)(C)c1nnc(NC(=O)CCS(=O)(=O)Cc2ccccc2)s1,0.5,15
CC12C(=O)N(CCC(=O)O)C(=O)C1C1C=CC2C1 (configuration not stated),-0.2,14
CCOc1ccc(N2C(=O)Nc3ccc(Br)cc3C2(O)C(=O)NC(C)C)cc1 (configuration not stated),-2.4,3
O=C(NCC1CCCO1)c1cnc(Cl)c(Cl)c1 (configuration not stated),-0.2,-9
c1ccc(OCc2nc(-c3ccncc3)no2)cc1,0.2,18
CCCCC/C(=N\NC(=O)CCC(=O)NCc1ccccc1)c1ccccc1,0.6,16
Cc1cc(Br)ccc1NC(=O)CNC(=O)CNc1cccc([N+](=O)[O-])c1,-1.9,8
CC(NS(=O)(=O)c1ccc(Cl)c(Cl)c1)C(=O)OCC(=O)Nc1ccc2c(c1)OCO2 (configuration not stated),-0.6,21
CNC(=O)CSc1nnc(-c2ccccn2)n1Cc1ccco1,-0.3,12
Cc1cc(C)cc(C(=O)NC(CC(N)=O)c2ccc(N3CCC(Br)CC3)c([N+](=O)[O-])c2)c1 (configuration not stated),-1.2,3
Cc1nc2ncnn2c(C)c1Cc1c(Cl)cccc1Cl,-1.1,15
COc1ccc(N=Cc2sc3ccccc3c2Cl)cc1,-0.8,22
COc1ccc(N2CCN(C(=O)c3ccc(NS(=O)(=O)c4ccc(F)cc4)cc3)CC2)cc1,-2.2,20
Cc1nc(CNC(=O)C2CCC(=O)N(CCc3ccc(Cl)cc3)C2)sc1C (configuration not stated),-2.5,4
Cc1ccc(S(=O)(=O)NCCC(=O)OCc2ccc([N+](=O)[O-])cc2)cc1C,0.8,14
O=C(COC(=O)c1c(F)cccc1F)Nc1ccc(N2CCCCC2)cc1,-0.1,1
O=S(=O)(c1ccccc1)N1CCN(c2cccc(Cl)c2)CC1,-1.0,15
COC(=O)c1cc(S(=O)(=O)N2CCN(c3ccccc3)CC2)c[nH]1,0.1,5
COCCNC(=O)CN1CCC(NC(=O)C(C)(C)C)CC1,-1.4,14
O=C(N/N=C/c1ccc(OC(F)F)cc1)C1=COCCO1,-0.3,9
CCc1nc(C)cn1S(=O)(=O)c1ccc([N+](=O)[O-])cc1,-3.2,35
COc1cc(C(=O)Nc2nnc(CC(C)(C)C)s2)c([N+](=O)[O-])cc1OC,3.3,17
COc1cc2cc(CCCO)oc(=O)c2cc1OC,0.9,7
Cc1oc2c(c(C)cc3oc(=O)c(CC(=O)NCCCO)c(C)c32)c1C,-0.9,14
Cc1c(C(=O)N2CCN(c3ccccn3)CC2)oc2c(F)cccc12,-0.7,7
COc1ccc(NC(=O)CN(C)C(=O)c2cnc(Cl)c(Cl)c2)cc1,-0.4,-14
COc1cc(/C=N/NC(=O)C2(O)c3ccccc3-c3ccccc32)ccc1O,1.0,7
O=C(CC1C(=O)NCCN1CC1CCCCC1)NCCc1ccc(F)cc1 (configuration not stated),1.3,10
COc1ccc(C(=O)NCCS(=O)(=O)N2CCCCCC2)cc1,0.0,12
CC[C@H](C)[C@H](NC(=O)OCc1ccccc1)C(=O)Nc1ccc(NC(C)=O)cc1,-1.9,10
Cc1cc(=O)oc2cc(OCc3nnc(-c4ccccc4Br)o3)ccc12,0.5,46
CC(C)c1ccc(C(C(=O)NC(C)(C)C)N(C(=O)CNC(=O)c2ccco2)c2cccnc2)cc1 (configuration not stated),-1.2,13
NC(=O)c1cc2cc(Cl)ccc2oc1=Nc1cccc(C(F)(F)F)c1,-0.2,12
O=C1CC(CCC(=O)NC2CC2)c2ccccc2N1 (configuration not stated),0.2,-1
CCCNC(=O)COc1ncnc2sc(C)c(C)c12,-1.2,-2
Cn1c(=O)cc(OCCCC(=O)NCc2ccco2)c2ccccc21,0.8,10

# Given tab-delimited: entries from further up.
SMILES	STK33 kinase inh	OX1R FRET antag
CCc1nc(C)cn1S(=O)(=O)c1ccc([N+](=O)[O-])cc1	-3.2	35
COc1cc(C(=O)Nc2nnc(CC(C)(C)C)s2)c([N+](=O)[O-])cc1OC	3.3	17
COc1cc2cc(CCCO)oc(=O)c2cc1OC	0.9	7
Cc1oc2c(c(C)cc3oc(=O)c(CC(=O)NCCCO)c(C)c32)c1C	-0.9	14
Cc1c(C(=O)N2CCN(c3ccccn3)CC2)oc2c(F)cccc12	-0.7	7
COc1ccc(NC(=O)CN(C)C(=O)c2cnc(Cl)c(Cl)c2)cc1	-0.4	-14
COc1cc(/C=N/NC(=O)C2(O)c3ccccc3-c3ccccc32)ccc1O	1.0	7
O=C(CC1C(=O)NCCN1CC1CCCCC1)NCCc1ccc(F)cc1 (configuration not stated)	1.3	10
COc1ccc(C(=O)NCCS(=O)(=O)N2CCCCCC2)cc1	0.0	12
CC[C@H](C)[C@H](NC(=O)OCc1ccccc1)C(=O)Nc1ccc(NC(C)=O)cc1	-1.9	10
Cc1cc(=O)oc2cc(OCc3nnc(-c4ccccc4Br)o3)ccc12	0.5	46
CC(C)c1ccc(C(C(=O)NC(C)(C)C)N(C(=O)CNC(=O)c2ccco2)c2cccnc2)cc1 (configuration not stated)	-1.2	13
NC(=O)c1cc2cc(Cl)ccc2oc1=Nc1cccc(C(F)(F)F)c1	-0.2	12
O=C1CC(CCC(=O)NC2CC2)c2ccccc2N1 (configuration not stated)	0.2	-1
CCCNC(=O)COc1ncnc2sc(C)c(C)c12	-1.2	-2
Cn1c(=O)cc(OCCCC(=O)NCc2ccco2)c2ccccc21	0.8	10
